# High-throughput results as filed in PubChem.
# aDG glyco up: alpha-DG glycosylation activation | activation, % at 10 µM | Pro5-aDG cells, alpha-DG glycosylation AlphaScreen (IIH6); 0% Pro5, 100% B10-LARGE cell signal | actives 0.22% (n = 360,000);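 active = activation of at least 8% versus controls, or a plate z-score of at least 8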;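 also: Pro5 are CHO cells carrying HIG-tagged alpha-DG that lacks glycosylation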
# N-glyco inh: blocks N-linked glycosylation in D54 reporter cells | D54 ERlucT glycosylation luciferase reporter, 24 h; percent of 100 nM tunicamycin response | reporter increase, % at 12.5 µM | actives 0.23% (n = 360,000);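 active = mean luciferase reporter signal, scaled so untreated is 0 and the glycosylation-blocking control 100, at or above a set limit in every replicate; inconclusive = mean reaches the limit but not every replicate does; inactive = mean below the limit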;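 also: luciferase carries N-glycosylation sites so blocking glycosylation raises the light; 0% = median of neutral control wells and 100% = median of 100 nM tunicamycin wells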
# TLR9-MyD88 block: TLR9-MyD88 interaction inhibition. Q9NR96+Q99836. CHO BLA complementation TLR9-MyD88, CCF4 FRET ratio. inhibition, % at 4.98 µM. actives 0.21% (n = 340,000);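 active = inhibition above the mean over all tested compounds plus 3 SD, cut at about 21% in these data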;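 also: 0% = DMSO only wells and 100% = clavulanate BLA inhibitor control wells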
# ABCB6 inh MLPCN: blocks the human ABCB6 transporter; actives 0.19% (n = 360,000); K562-ABCB6 porphyrin accumulation, flow cytometry, 1 h; stronger effect = lower value; fluorescence ratio to DMSO, % at 10 µM; Q9NP58;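 active = fluorescence ratio to DMSO below 75%, the collection mean minus 3 SD; inconclusive = too few cells collected in the well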;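 also: signal is porphyrin accumulated inside mitochondria; 100% equals median channel fluorescence of DMSO control wells; lower ratio means ABCB6 inhibition with less porphyrin fluorescence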
# Exocytosis inh: lytic granule exocytosis inhibition | TALL-104 LAMP-1 surface exposure, flow cytometry; cells stimulated with thapsigargin and PMA | inhibition, % at 10 µM | actives 0.66% (n = 360,000);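 active = inhibition above about 55%, limit read from the data; inconclusive = no clear call, values can overlap the other calls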
# NOD2 RIPK2 PPI: NOD2-RIPK2 protein interaction inhibition; O43353; CHO BLA complementation NOD2-RIPK2, CCF4 ratio; inhibition, % at 4.98 µM; actives 0.38% (n = 360,000); AID 624267; in the data active = inhibition above about 21%;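 also: 0% = vehicle only and 100% = reference blocker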
# MC4R antagonist: antagonists of human melanocortin 4 receptor (MC4R). MC4R-expressing cells, MTII-stimulated cAMP, LANCE TR-FRET. inhibition, % at 6.5 µM. actives 0.48% (n = 360,000). AID 540295;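 active = inhibition above its plate's cutoff, the mean of tested wells on that plate plus 3 SD, cut at about 29% in these data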;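 also: 0% = Melanotan II alone and 100% = Melanotan II plus saturating MCL0020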
#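 system = U2OS cells with stable human MC4R expression | also added = Melanotan II challenge after compound preincubation | dosing = one concentration, 6.5 µM nominal | incubation = compound 30 min, challenge 1 h, detection 1 h | measured by = TR-FRET with Eu-cAMP and labeled anti-cAMP, 671 nm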
# Vif imaging: inhibitors of HIV Vif; HEK293T cells, Vif self-association by quenched fluorescence, imaging, 24 h; inhibition, % at 7.49 µM; actives 0.35% (n = 340,000); AID 602346; in the data active = inhibition above about 50%, passing the limit was not always enough; inconclusive = no clear call, values can overlap the other calls; inactive = below about 31%; also: some results filed as inactive read as strong as hits
# MC4R ag barr: agonists of human melanocortin 4 receptor (MC4R) beta-arrestin | U2OS MC4R beta-arrestin complementation, luminescence; percent of melanotan II response, DMSO zero | P32245 | activation, % at 8.9 µM | actives 0.98% (n = 360,000);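 active = activation above a per-plate cutoff, the mean activation of sample wells on that plate plus 3 SD, cut at about 8% in these data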
# ABHD5-PLIN5 inh: blocks binding of human ABHD5 to perilipin-5; inhibition, % at 4 µM; Q00G26+Q8WTS1; actives 0.78% (n = 360,000); Split G. princeps luciferase complementation, luminescence, 4 h;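 active = inhibition above the mean inhibition across every tested compound plus 3 SD, cut at about 22% in these data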;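 also: 0% = DMSO only wells and the 100% control is not disclosed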
# Target sequence (Q00G26 whole entry, looked up): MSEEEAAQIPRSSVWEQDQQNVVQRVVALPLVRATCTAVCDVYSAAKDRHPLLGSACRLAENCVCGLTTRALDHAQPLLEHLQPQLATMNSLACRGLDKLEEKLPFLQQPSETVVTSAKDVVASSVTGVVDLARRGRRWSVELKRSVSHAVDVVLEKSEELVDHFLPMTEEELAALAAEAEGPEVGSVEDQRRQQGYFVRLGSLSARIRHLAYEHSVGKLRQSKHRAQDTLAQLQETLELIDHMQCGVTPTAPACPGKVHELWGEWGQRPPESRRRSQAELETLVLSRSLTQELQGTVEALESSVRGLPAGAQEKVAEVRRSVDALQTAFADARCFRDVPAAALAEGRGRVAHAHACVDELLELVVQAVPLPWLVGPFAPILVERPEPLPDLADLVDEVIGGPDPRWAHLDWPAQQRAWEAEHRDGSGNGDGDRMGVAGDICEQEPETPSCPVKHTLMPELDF
# Target sequence (Q8WTS1 whole entry, looked up): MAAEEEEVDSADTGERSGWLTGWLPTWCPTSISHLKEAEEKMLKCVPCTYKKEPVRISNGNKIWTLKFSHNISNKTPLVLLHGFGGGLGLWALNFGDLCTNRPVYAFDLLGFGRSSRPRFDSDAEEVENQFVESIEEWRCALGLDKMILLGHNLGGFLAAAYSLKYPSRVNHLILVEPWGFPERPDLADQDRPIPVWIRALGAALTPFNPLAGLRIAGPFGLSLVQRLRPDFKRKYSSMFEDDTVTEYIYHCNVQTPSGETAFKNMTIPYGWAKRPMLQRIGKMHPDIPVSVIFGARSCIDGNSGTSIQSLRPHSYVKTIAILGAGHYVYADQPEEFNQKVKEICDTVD
# Starred values were filed as active, the others as inactive; ? = inconclusive; . = no result given. Only part of the results is shown; count on the stated rates, not on these rows.
SMILES,aDG glyco up,N-glyco inh,TLR9-MyD88 block,ABCB6 inh MLPCN,Exocytosis inh,NOD2 RIPK2 PPI,MC4R antagonist,Vif imaging,MC4R ag barr,ABHD5-PLIN5 inh
CCc1nn(CC(=O)NCCCN2CCN(C)CC2)c(=O)c2cc3sc(C)cc3n12,-0.1,1,-3,93,-6,-3,8,-2,-4.4,-6
Cc1cccc2sc(N(CCCN(C)C)C(=O)c3ccc4ncsc4c3)nc12,0.1,2,0,101,28,3,7,-7,-1.3,12
O=C1NC(=O)C([N+](=O)[O-])=C(O)C1=O,-0.2,3,-5,101,0,-8,3,0,1.3,-9
O=S(=O)(c1ccc(OC(F)(F)F)cc1)N1CCC(O)(c2cccc(C(F)(F)F)c2)CC1,0.2,-1,2,96,-6,9,10,-5,0.6,-10
CCN1CCN(c2ncc(C(=O)Nc3cc(Cl)ccc3OC)c3ccccc23)CC1,3.0,-4,2,103,22,3,4,-8,-0.5,18
CC(=O)c1sc(N/N=C2\CC3CC2C(C)C3(C)C)nc1C (configuration not stated),1.0,4,7,97,-1,-8,3,-1,-3.0,-9
COc1ccc(CN(CC(=O)NC2CCCC2)C(=O)c2onc(C(N)=O)c2N)cc1,-0.2,1,-41,95,1,-1,5,0,-1.1,-5
CCc1ccc(Nc2ccc(C(=O)O)cc2[N+](=O)[O-])cc1,0.0,0,-4,98,0,-1,8,-12,-1.4,0
COCCNc1nc(NCc2cccc(OC)c2)c2sc(-c3ccccc3)cc2n1,6.2,-7,.,96,76*,-5,10,-6,-1.2,11
CC1CCCC(NC(=O)CN2C(=O)c3cccnc3Oc3ccc(Cl)cc32)C1C (configuration not stated),-0.1,-3,-3,98,2,-6,7,15,2.8,6
CCN1C(=O)c2cccc3c(S(=O)(=O)Nc4ccccc4)ccc1c23,1.1,51*,-2,102,3,4,-8,?,-2.7,-1
COc1cccc(C2/C(=C(\O)c3ccc4c(c3)OCCO4)C(=O)C(=O)N2CC2CCCO2)c1 (configuration not stated),0.3,1,-7,103,5,-7,15,12,0.7,0
COc1ccc(S(=O)(=O)NCC(=O)N(CC(=O)NCC2CCCO2)Cc2ccc(F)cc2)cc1 (configuration not stated),0.1,2,2,97,-19,-5,-2,4,-1.2,6
Cc1nnc(N2C(=O)C(O)=C(C(=O)c3ccco3)C2c2ccc(F)cc2)s1 (configuration not stated),0.6,2,-1,102,-4,8,5,28,1.3,-7
CCCc1ccc(C(C)NC(=O)c2cnccn2)cc1 (configuration not stated),0.0,0,2,102,0,1,0,6,0.5,-2
Cc1cc2c(cc1C)N(CC(=O)N1CCCC1)C(=O)CC(c1ccccc1)=N2,0.0,0,-3,99,-2,-2,10,-3,1.0,0
COc1ccc(Oc2c(C=O)c3ccccc3n2C)cc1,-0.1,-4,-9,98,-3,-2,-4,4,-1.1,1
CCc1ccc(OCCCC(=O)NCc2ccco2)cc1,-0.2,3,1,100,-10,-4,15,5,0.9,0
O=C(COC(=O)c1nc(Cl)ccc1Cl)NNC(=O)c1ccccc1,-0.1,0,-3,101,1,-4,5,-13,-3.0,5
Cn1c(=O)[nH]c(=O)c2c1nc(N1CCNCC1)n2Cc1ccccc1Cl,0.0,1,-20,98,-1,6,6,0,-0.9,-6
Cc1ccsc1C1C(C#N)=C(N)OC2=C1C(=O)CC(C)(C)C2 (configuration not stated),0.0,0,12,99,0,-2,-4,4,1.3,-3
CCn1c(SCC(=O)N/N=C/c2c[nH]c3ccccc23)nnc1-c1ccc(Cl)cc1,-0.2,4,-8,97,10,-4,5,-3,-1.2,4
COc1ccccc1NS(=O)(=O)c1cc(NC(=O)CCc2nc3ccccc3c(=O)[nH]2)ccc1C,-0.3,-1,8,101,32,11,7,-7,-4.5,3
O=C(Nc1ccc(N2CCOCC2)c(S(=O)(=O)Nc2cc(Cl)ccc2Cl)c1)c1cccnc1,-0.2,0,15,99,18,-2,10,2,0.6,1
CC(C)CC1C(=O)N(Cc2cn(CC3CCCCC3)nn2)CCS(=O)(=O)N1Cc1ccc(-c2cccc(C#N)c2)cc1 (configuration not stated),0.0,-4,-6,96,2,-7,4,.,-1.8,2

# Fetched one by one from above (three):
SMILES,aDG glyco up,N-glyco inh,TLR9-MyD88 block,ABCB6 inh MLPCN,Exocytosis inh,NOD2 RIPK2 PPI,MC4R antagonist,Vif imaging,MC4R ag barr,ABHD5-PLIN5 inh
CCN1CCN(c2ncc(C(=O)Nc3cc(Cl)ccc3OC)c3ccccc23)CC1,3.0,-4,2,103,22,3,4,-8,-0.5,18
CCN1C(=O)c2cccc3c(S(=O)(=O)Nc4ccccc4)ccc1c23,1.1,51*,-2,102,3,4,-8,?,-2.7,-1
Cc1ccsc1C1C(C#N)=C(N)OC2=C1C(=O)CC(C)(C)C2 (configuration not stated),0.0,0,12,99,0,-2,-4,4,1.3,-3

# Back to the main list, starting five compounds before the break.
SMILES,aDG glyco up,N-glyco inh,TLR9-MyD88 block,ABCB6 inh MLPCN,Exocytosis inh,NOD2 RIPK2 PPI,MC4R antagonist,Vif imaging,MC4R ag barr,ABHD5-PLIN5 inh
Cc1ccsc1C1C(C#N)=C(N)OC2=C1C(=O)CC(C)(C)C2 (configuration not stated),0.0,0,12,99,0,-2,-4,4,1.3,-3
CCn1c(SCC(=O)N/N=C/c2c[nH]c3ccccc23)nnc1-c1ccc(Cl)cc1,-0.2,4,-8,97,10,-4,5,-3,-1.2,4
COc1ccccc1NS(=O)(=O)c1cc(NC(=O)CCc2nc3ccccc3c(=O)[nH]2)ccc1C,-0.3,-1,8,101,32,11,7,-7,-4.5,3
O=C(Nc1ccc(N2CCOCC2)c(S(=O)(=O)Nc2cc(Cl)ccc2Cl)c1)c1cccnc1,-0.2,0,15,99,18,-2,10,2,0.6,1
CC(C)CC1C(=O)N(Cc2cn(CC3CCCCC3)nn2)CCS(=O)(=O)N1Cc1ccc(-c2cccc(C#N)c2)cc1 (configuration not stated),0.0,-4,-6,96,2,-7,4,.,-1.8,2
COc1ccc(Cc2nc3ccc(C(=O)N(C)Cc4cc(C)[nH]n4)cc3o2)cc1OC,0.0,-2,-2,102,0,7,4,1,-3.8,-4
CC1(C)CC(=O)C(/C=N/c2ncccc2C(=O)O)=C(O)C1,0.0,3,-1,98,-1,3,2,25,-1.3,5
O=C(CN(c1ccccc1)S(=O)(=O)c1ccc(F)cc1)N1CCCCCC1,0.1,-2,4,100,0,0,-1,-3,-2.1,-7
CN(c1ccccc1)S(=O)(=O)c1cc(C(=O)c2nccn2C)ccc1Cl,-0.2,-1,-10,92,-2,6,2,7,0.9,0
O=C1c2ccccc2S(=O)(=O)N1Cc1ccccc1[N+](=O)[O-],-0.1,-1,-9,98,-2,-58,18,-4,-0.6,-1
CCOc1ccc(N2C(=O)C3=C(C(c4ccc(Cl)cc4)=NCCN3)C2c2cccnc2)cc1 (configuration not stated),-0.1,1,11,98,-1,3,-9,-7,-3.0,5
O=[N+]([O-])c1ccc(NCc2ccncc2)cc1,-0.1,4,-1,92,-8,-4,13,-5,-1.9,-3
CC(=O)Nc1nnc(SCC(=O)N2C(C)CCCC2C)s1 (configuration not stated),0.0,0,1,95,-6,-4,10,5,-1.6,-2
CS(=O)(=O)N1CCCC(C(=O)NCCc2ccccc2)C1 (configuration not stated),-0.1,0,-3,95,4,-7,18,0,-2.0,-4
CCCC1CC(CSC(=N)N)OC1=O (configuration not stated),0.1,4,11,89,1,3,4,2,-1.1,-4
COc1ccc(CCNC(=O)Cn2cnc3ccccc3c2=O)cc1OC,0.0,2,-6,101,4,-6,2,4,-0.8,1
CCc1c(O)nc(SCC(=O)Nc2ccccc2C)[nH]c1=O,-0.1,0,-11,95,12,-8,13,-1,1.5,0
C=CCOc1cccc(C(=O)N2CCCC(CNS(=O)(=O)c3cccs3)C2)c1 (configuration not stated),-0.1,0,2,95,1,2,5,-6,1.9,4
O=C(CN1C(=O)c2ccccc2C1=O)Nc1ccccc1F,1.2,1,1,101,3,-6,1,6,-0.7,-5
COc1ccc(NC(=O)c2cc(-c3cccs3)on2)c(OC)c1,0.0,4,1,90,-1,7,-1,-1,0.1,-2
Cc1ccc(C(=O)N/N=C/c2c[nH]c3ccccc23)o1,-0.2,3,-12,174,4,-3,3,7,1.1,3
CC(=O)c1ccc(-c2nnc(CCC(=O)N3CCCC(C(=O)CC(C)C)C3)o2)s1 (configuration not stated),0.2,-1,6,100,0,-13,8,-5,-2.2,-4
Cc1ccc(NC(=O)CCCN2C(=O)C(c3ccccc3)Oc3cccnc32)c(C)c1 (configuration not stated),0.2,-3,-16,100,10,6,5,26,5.2,1
COc1ccc(C)cc1NC(=O)COC(=O)c1ccc2c(c1)OCO2,0.2,1,-4,?,-1,-12,3,1,13*,3
O=C(C1CCN(CC2CCCCC2)CC1)N1CCCC1,0.4,0,0,98,-1,-11,3,-2,-1.2,4
CCN(CC)S(=O)(=O)c1ccc(C(=O)NCCN2C(=O)S/C(=C\c3cccnc3)C2=O)cc1,-0.2,0,7,100,1,-9,-3,6,-2.1,11
O=C(CN1CCN(c2ccccc2F)CC1)c1ccc(O)c(O)c1,0.3,0,8,101,11,7,15,19,-2.3,-12
CCOC(=O)c1c2c([nH]c(=S)c1C#N)CCCC2,0.0,3,-8,99,-2,-7,-4,17,-2.5,4
Cc1ccc(NC(=O)CCS(=O)(=O)c2ccc3nc(C)sc3c2)cc1,-0.1,-5,-10,100,0,6,3,-2,-2.6,-9
COc1ccc(N2C(=O)c3cc4ccccc4cc3C2=O)cc1,0.0,-2,-7,97,-9,3,5,-13,-0.5,-4
COc1cccc(CNC(=O)[C@@H]2CCCN2)c1,-0.1,.,.,101,20,-10,.,.,.,1
COC(=O)COc1ccc(S(=O)(=O)NCCC2=CCCCC2)cc1Cl,-0.1,4,6,105,-1,8,11,.,4.5,-3
O=C(Nc1ccccc1)C1=C[C@H](c2csc3ccccc23)C[C@H](OCCCCO)O1,0.1,-4,1,96,-17,3,13,1,-0.4,5
